High-throughput results deposited in PubChem by National Center for Advancing Translational Sciences (NCATS).
Epigenetic reg – derepresses silenced GFP reporter in murine cells. actives 0.2% (n = 280,000). Potency, µM (doses to about 53.9 µM), for inactives: at the highest dose GFP activation, most hits filed as activators. AID 1865. murine LDR cells, GFP reporter derepression, 30 h; further: potency means the concentration at half of the fitted maximal effect; % of control where 0% means no effect; nearly all actives have a fitted effect of over 60% in size
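Murine LDR cells bearing a silenced CMV-driven GFP reporter were exposed to compound for 30 h at 37 C. After PBS washes, GFP-positive cells (20-120 um objects) counted by laser-scanning microplate cytometry.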
CBFb-RUNX1 inh – blocks binding between human CBF-beta and RUNX1. 230,000 tested, under 10 active. AlphaScreen CBFb-His/RUNX1-biotin binding, biochemical. AID 1477. Q01196+Q13951. Potency, µM (series often up to 59.8 µM), without a hit: top-dose activity, negative = inhibition, hits mostly inhibitors; further: % of control where 0% means no effect
Target sequence (Q01196 whole entry, looked up): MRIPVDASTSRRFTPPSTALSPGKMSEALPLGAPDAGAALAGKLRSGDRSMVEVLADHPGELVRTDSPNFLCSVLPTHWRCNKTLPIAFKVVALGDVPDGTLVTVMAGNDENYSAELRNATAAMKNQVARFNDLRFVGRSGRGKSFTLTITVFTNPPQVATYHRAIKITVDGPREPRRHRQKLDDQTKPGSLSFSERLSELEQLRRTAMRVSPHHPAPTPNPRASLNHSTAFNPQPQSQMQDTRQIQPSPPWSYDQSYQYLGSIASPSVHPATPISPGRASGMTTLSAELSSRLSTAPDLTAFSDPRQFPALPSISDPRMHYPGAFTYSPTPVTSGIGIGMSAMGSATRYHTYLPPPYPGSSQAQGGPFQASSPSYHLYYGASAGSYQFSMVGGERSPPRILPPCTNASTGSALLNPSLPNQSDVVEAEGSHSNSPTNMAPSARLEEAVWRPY
Target sequence (Q13951 whole entry, looked up): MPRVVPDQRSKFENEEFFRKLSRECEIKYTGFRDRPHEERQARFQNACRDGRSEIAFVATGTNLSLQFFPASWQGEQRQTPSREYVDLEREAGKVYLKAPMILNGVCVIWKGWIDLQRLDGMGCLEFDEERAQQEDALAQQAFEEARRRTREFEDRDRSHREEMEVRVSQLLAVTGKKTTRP
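Compounds were screened at multiple concentrations against a preformed CBF-beta(His)/RUNX1(biotin) complex (30 nM of each) for 15 min at room temperature, followed by 90 min with nickel and streptavidin beads and AlphaScreen reading.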
HttQ103 aggreg – inhibitors of mutant huntingtin aggregate formation in PC12 cells | Potency, µM (top dose mostly 46.1 µM), for inactives: at the top dose activity change, negative = inhibition, hits mostly inhibitors | actives 1.1% (n = 220,000) | PC12 HttQ103-GFP aggregates, Acumen cytometry, 40 h; further: potency means the concentration at half of the fitted maximal effect; on the % scale 0 is the no-effect control and ±100 the full control effect; nearly all actives have a fitted effect of over 60% in size
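Steps: seed 1500 PC12 HTTQ103-GFP cells/well; add tebufenozide, 100 nM final; add compound titration; add ATPLite reagent; quantify GFP aggregates by laser scanning cytometry.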
Luc counter – Kinase-Glo luciferase inhibition (counter-screen) | Q27757 | Kinase-Glo luciferase, ATP luminescence, 8 min | Potency, µM (top dose mostly 38.3 µM), inactives show at the top dose activity change, negative = inhibition, actives largely listed as inhibitors | actives 0.28% (n = 200,000); further: potency means the concentration at half of the fitted maximal effect; on the % scale 0 is the no-effect control and ±100 the full control effect; nearly all actives have a fitted effect of over 60% in size
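Luminescence was the read-out, taken after 8-minute incubation at ambient temperature. Luciferase turned over luciferin with 10 uM ATP in imidazole pH 7.2 buffer containing KCl, MgCl2, Tween 20 and BSA.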
IMPase Li cell – membrane-permeable IMPase blocker, potentiated with lithium; AID 1457; actives 0.35% (n = 210,000); CHO-M1 cells, IP1 TR-FRET (IP-One), carbachol + lithium; Potency, µM (doses to about 59.4 µM), for inactives: top-dose activity, negative = IMPase inhibition, most hits filed as inhibitors;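 further: IP1 builds up when IMPase is blocked and the TR-FRET signal falls; potency means the concentration at half of the fitted maximal effect; plate controls were basal vehicle for no effect and high inhibitor control for full effect; nearly all actives have a fitted effect of over 50% in size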
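Steps: plate 2000 CHO-M1 cells per well and culture 16–30 h; add compound and lithium; incubate 30 min, 37C; add d2-IP1 tracer and Eu cryptate anti-IP1 antibody in lysis buffer; read after 10 min at room temperature.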
L3MBTL1 inh – inhibitors of human L3MBTL1 | actives 0.66% (n = 230,000) | Potency, µM (doses to about 57.1 µM), for the others: at the highest dose activity, negative = inhibition, actives largely listed as inhibitors | AID 485360 | AlphaScreen L3MBTL1–H3K9me1 peptide binding; further: potency means the concentration at half of the fitted maximal effect; on the % scale 0 is the no-effect control and ±100 the full control effect; nearly all actives have a fitted effect of over 60% in size
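AlphaScreen proximity signal between nickel-chelate acceptor and streptavidin donor beads (final 10 ug/mL) reports binding of 50 nM L3MBTL1 to 75 nM biotin-H3 K9me1 peptide; complex incubated with compounds 30 min at room temperature; cefsulodin titration as control.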
NPSR antagonist – antagonists of human neuropeptide S receptor cAMP signaling; Q6W5P4; CHO-NPSR cells, cAMP TR-FRET, antagonist mode; Potency, µM (doses to about 38.3 µM), inactives show top-dose activity change, negative = inhibition, hits mostly inhibitors; actives 1% (n = 220,000); AID 1461; further: potency means the concentration at half of the fitted maximal effect; on the % scale 0 is the no-effect control and ±100 the full control effect; nearly all actives have a fitted effect of over 50% in size; many of its hits are not listed in these tables
Target sequence (Q6W5P4 whole entry, looked up): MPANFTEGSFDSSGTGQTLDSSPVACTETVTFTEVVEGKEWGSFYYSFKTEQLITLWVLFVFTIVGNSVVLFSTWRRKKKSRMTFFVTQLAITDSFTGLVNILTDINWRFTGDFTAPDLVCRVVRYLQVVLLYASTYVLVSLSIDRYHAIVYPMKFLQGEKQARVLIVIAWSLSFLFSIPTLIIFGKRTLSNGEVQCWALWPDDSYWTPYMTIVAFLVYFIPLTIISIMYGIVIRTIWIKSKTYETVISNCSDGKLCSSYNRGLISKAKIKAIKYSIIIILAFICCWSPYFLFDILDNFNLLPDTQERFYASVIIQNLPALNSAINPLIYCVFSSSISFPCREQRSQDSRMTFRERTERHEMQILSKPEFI
* = called active by the depositor; ? = inconclusive; · = not tested or not shown; [ ] = remark or other dose. The call rests on the fitted dose curve; in most records, active means well fitted curve in the direction sought with a large enough effect; inconclusive means small, poorly fitted or top-dose-only effect, or another doubt; inactive means no such curve, though single readings can be large; an effect the other way counts as inactive or inconclusive. A portion of the library (hit frequency here may not be typical).

SMILES	Epigenetic reg	CBFb-RUNX1 inh	HttQ103 aggreg	Luc counter	IMPase Li cell	L3MBTL1 inh	NPSR antagonist
CC(=O)NCCCNc1ccc([N+](=O)[O-])cc1	-0.9%	0.5%	4.2%	4.5%	0.8%	-1.0%	2.8%
O=c1[nH]c2ccc(S(=O)(=O)NCc3ccccn3)cc2s1	0.9%	2.6%	4.5%	-0.5%	7.4%[38.3 µM]	-1.8%	-5.0%[46.1 µM]
O=CNC(=O)c1ccccc1C(=O)O	0.0%	4.2%	-3.1%	-0.3%	13.8%[38.3 µM]	5.3%	-2.7%[46.1 µM]
CCCCC/C=C\C/C=C\CCCCCCCC(=O)NC(C)C(=O)O (stereo unspecified)	-1.1%	2.6%	·	-0.6%	14.1%	·	·
O=C(NC(=S)Nc1ccc(CN2CCOCC2)cc1)c1ccc([N+](=O)[O-])cc1Cl	-0.4%	-4.0%	21.1%	-5.5%	18.8%	-16.9%	2.3%
COc1ccc(OC)c(NC(=O)Cc2nn(C)c(=O)c3ccccc23)c1	-1.0%	0.4%	?	-1.2%	15.2%	-5.8%	6.8%
Cc1cccc(C)c1N1C(=O)[C@@H]2C(c3ccccc3Cl)=NO[C@@H]2C1=O	-1.0%	2.5%	-3.6%[9.22 µM]	·	·	0.9%	-16.2%
COc1ccc(C(=O)COC(=O)CN2CC(=O)Oc3ccccc32)cc1Br	-1.0%	-24.3%	30.5%	-0.1%	28.2%[38.3 µM]	·	-8.5%[46.1 µM]
O=C(Cn1ncc2ccccc21)N1CCc2ccccc21	0.0%	5.2%	-5.3%	-0.8%	25.9%[38.3 µM]	-12.9%	-2.2%[46.1 µM]
Cc1cccc2nc3c(nc12)-c1ccccc1C3=O	1.1%	10.2%	-14.8%[9.22 µM]	·	·	·	19.1%
CCOC(=O)c1ccc(NC(=O)N2CCc3ccccc32)cc1	-1.1%	4.6%	12.4%	-9.1%	25.4%[38.3 µM]	7.9%	-14.5%[46.1 µM]
CS(=O)(=O)N(CC(=O)NCC1CCCO1)c1cc(Cl)ccc1Cl (stereo unspecified)	1.6%	4.3%	5.5%	2.0%	-17.8%[38.3 µM]	4.4%	0.5%[46.1 µM]
COc1cccc2cc(C(=O)Nc3cccc(C)n3)c(=O)oc12	1.6%	3.8%	10.3%	-1.7%	-13.0%[38.3 µM]	6.8%	-6.7%[46.1 µM]
Cc1cccc2sc(NNC(=O)c3cc(-c4cccs4)nc4ccccc34)nc12	?	1.4%[2.36 µM]	?	-0.1%	18.7%	?	-9.3%
O=C(NCCC1=CCCCC1)c1ccc(Cl)c(S(=O)(=O)N2CCOCC2)c1	-1.1%	3.9%	-11.5%	0.2%	-0.3%[38.3 µM]	3.7%	-7.4%[46.1 µM]
CC(=O)Nc1ccccc1Nc1cc(C#N)c(C#N)cc1[N+](=O)[O-]	-1.1%	-3.1%	?	-0.5%	0.8%[38.3 µM]	4.2%	3.0%[46.1 µM]
CCOc1cccc(C(=O)NC(=S)Nc2ccc(Cl)cc2C(=O)O)c1	1.1%	11.6%	-16.1%	-4.5%	-18.5%	·	-4.1%
O=[N+]([O-])c1cc(Cl)cc(/C=N/n2cnnc2)c1O	0.0%	-0.4%	-14.2%	2.8%	-3.8%	-3.2%	-0.9%
CC1CCN(S(=O)(=O)c2ccc(S(=O)(=O)NCC3COCCO3)cc2)CC1 (stereo unspecified)	-0.9%	2.8%	-4.0%	·	·	-1.6%	0.7%[46.1 µM]
CCc1ccc(NC(=O)c2cc(-c3ccc(F)cc3)on2)cc1	-0.1%	3.4%	2.8%	-0.8%	2.9%	·	10.8%
O=C(COCC(=O)NCc1ccccc1)NCc1ccccc1	-4.8%	-9.9%	-5.1%	0.7%	0.8%	11.7%	17.1%
Cc1nn(C)c(-c2n[nH]c(=S)n2Cc2ccco2)c1Cl	-1.1%	1.5%	-0.5%	1.5%	2.1%	-3.8%	-4.3%
COC(CNC(=O)Cn1ncc2ccsc2c1=O)OC	0.0%	-0.7%	-7.3%	-1.3%	24.6%[38.3 µM]	·	5.0%[46.1 µM]
COc1ccc(CCNC(=O)COC(=O)/C=C/c2cccs2)cc1	1.5%	7.4%	-9.6%	0.0%	-5.8%	·	21.2%
CCOC(=O)c1ccc(-n2c(CN3CCC(O)CC3)nc3ccc([N+](=O)[O-])cc3c2=O)cc1	-0.1%	-2.6%	6.5%	6.3%	4.3%	·	-25.1%
O=C(NCCCn1ccnc1)Nc1ccc(Cl)cc1	-0.2%	0.4%	8.4%	-1.5%	-6.1%[38.3 µM]	-1.1%	-2.1%[46.1 µM]
NC(=O)CC(NC(=O)Cc1cccc2ccccc12)c1ccc(NC2CCCCC2)c([N+](=O)[O-])c1 (stereo unspecified)	-2.2%	-2.7%	8.1%[9.22 µM]	·	·	·	2.0%
COc1cc(/C=N/NC(=O)CN(Cc2ccccc2)S(=O)(=O)c2ccc3c(c2)OCCO3)ccc1O	0.0%	-1.0%	13.5%	-1.6%	22.2%	-6.6%	3.9%
CCOCCCNc1nc2c(-c3ccccc3)nnn2c2ccccc12	1.4%	7.4%[2.36 µM]	-16.7%	-4.3%	-6.3%	11.8%	-9.1%
COC(=O)c1cnc2c(C(F)(F)F)cccc2c1OC	0.0%	9.4%	-18.7%	4.1%	17.2%[38.3 µM]	·	6.8%[46.1 µM]
O=C(N/N=C/c1c(F)cccc1Cl)c1ccc(Cn2cc(Br)cn2)o1	-3.2%	-1.3%	-7.8%	-6.5%	-4.7%	1.8%	-14.3%
COc1ccc(NC(=O)C(=S)NC2CCCCC2)cc1	1.1%	3.1%	-23.8%	-2.0%	10.7%	-15.4%	-10.2%
Cc1cc(/C=C2/NC(=O)NC2=O)c(C)n1-c1cccnc1	2.1%	4.2%	-7.4%	-8.0%	19.5%	7.7%	-9.9%
COc1ccc(S(=O)(=O)N(C)CC(=O)N2CCC(C(N)=O)CC2)cc1	0.0%	4.1%	-5.1%	5.8%	-8.4%[38.3 µM]	·	-8.0%[46.1 µM]
C=C(C)COc1ccc(-c2n[nH]c(C)c2-c2ccccc2)c(O)c1	-3.2%	4.6%	-28.9%	0.1%	24.6%[38.3 µM]	-5.0%	?
C=CCNC(=S)NCc1ccccc1OC	2.3%	-0.9%	-2.0%	1.2%	6.3%	1.1%[11.4 µM]	-2.7%
O=C1C2C3CC(C2C(=O)N1c1cccc(Cl)c1)[C@H](O)C3O (stereo partly specified)	0.0%	6.9%	-1.6%[9.22 µM]	·	·	-7.3%	16.5%
Cc1cc(C(=O)CSc2nnc(C3COc4ccccc4O3)n2C)c(C)n1-c1ccc(F)cc1 (stereo unspecified)	-0.2%	?	?	0.0%	37.3%[38.3 µM]	·	-11.9%[46.1 µM]
O=C(O)C1Sc2[nH]c(=O)sc2C2c3cc(Cl)ccc3OC(=O)C12 (stereo unspecified)	0.6%	1.9%	-0.1%	-1.3%	-11.8%[38.3 µM]	-12.1%	-9.3%[7.67 µM]
CCOC(=O)C1CCN(Cc2ccc(O)c(OC)c2)CC1	2.7%	13.5%	10.2%	1.1%	-8.4%[38.3 µM]	1.4%	-5.5%[46.1 µM]

Sorted by value in Epigenetic reg (low to high): three from the list above
Structure	Epigenetic reg	CBFb-RUNX1 inh	IMPase Li cell	L3MBTL1 inh	NPSR antagonist
O=C(O)C1Sc2[nH]c(=O)sc2C2c3cc(Cl)ccc3OC(=O)C12 (stereo unspecified)	0.6%	1.9%	-11.8%[38.3 µM]	-12.1%	-9.3%[7.67 µM]
O=c1[nH]c2ccc(S(=O)(=O)NCc3ccccn3)cc2s1	0.9%	2.6%	7.4%[38.3 µM]	-1.8%	-5.0%[46.1 µM]
COc1ccc(CCNC(=O)COC(=O)/C=C/c2cccs2)cc1	1.5%	7.4%	-5.8%	·	21.2%

Carrying on:
SMILES	Epigenetic reg	CBFb-RUNX1 inh	HttQ103 aggreg	Luc counter	IMPase Li cell	L3MBTL1 inh	NPSR antagonist
c1ccc2c(c1)nc1n2CCN1CCNC1CCCCC1	-2.7%	5.1%	-15.1%	-2.4%	10.5%[38.3 µM]	42.9%[activator]	14.6%[46.1 µM]
O=C(Nc1nnc(-c2ccco2)o1)C1CCCCC1	1.7%	0.8%	15.6%	-3.0%	13.2%[38.3 µM]	?	1.5%[46.1 µM]
C#CCCCCCCCCCCCC(=O)CC(O)COC(C)=O (stereo unspecified)	-2.1%	·	·	1.1%	-1.2%	·	·
C=C(C)CN(CC)c1nc(N)c(C#N)c(CC#N)c1C#N	1.1%	0.4%	8.0%	-0.7%	1.6%[38.3 µM]	-2.3%	0.2%[46.1 µM]
CC(C)Cc1nnc(NC(=O)CSc2nc(=O)cc(N)n2-c2ccccc2)s1	-2.1%	3.6%	2.6%	0.6%	18.0%[38.3 µM]	42.9%[activator][11.4 µM]	-3.2%[46.1 µM]
O=C(Nc1ccc(S(=O)(=O)N2CCOCC2)cc1)c1cc(-c2ccccc2O)n[nH]1	0.0%	-0.4%	7.2%[9.22 µM]	·	·	-6.2%	-14.0%
O=C1NC2(CCCCCC2)N=C1c1ccc(Br)cc1	-0.2%	2.6%	-1.5%	-0.2%	-4.3%	·	-7.6%
O=C(CSc1n[nH]c(-c2ccc(S(=O)(=O)NC3CCCCC3)cc2)n1)N1CCCC1	0.0%	2.6%	?	-0.8%	1.1%[38.3 µM]	5.0%	-8.1%[46.1 µM]
CCN1CCN(c2ccc([N+](=O)[O-])cc2C(=O)c2ccc(Cl)cc2)CC1	1.9%	6.8%	5.4%	-0.8%	15.4%[38.3 µM]	-5.9%	-24.6%[46.1 µM]
C/C(CC(=O)Nc1cc(Cl)ccc1Cl)=N\NC(=O)c1ccco1	-1.1%	-1.4%	-15.5%	-0.2%	10.6%[38.3 µM]	-2.7%	-18.9%[46.1 µM]
O=C(Nc1ccc([N+](=O)[O-])cn1)C1CCCCC1	-0.9%	-1.2%	2.6%	0.5%	8.5%	5.3%	-1.6%
CCOC(=O)c1c(C)[nH]c(C(=O)OCC(=O)c2c(N)n(C)c(=O)n(C)c2=O)c1C	-0.3%	-0.1%	-2.9%	-1.4%	3.5%	1.2%[11.4 µM]	9.6%
CCn1cc(S(=O)(=O)CC(=O)Nc2cccc(C)c2)c2ccccc21	1.1%	9.6%	20.6%[9.22 µM]	·	·	·	5.3%
CN(C)CCNCc1ccc(OC2CCCC2)cc1	4.5%	-0.7%	-7.7%	-2.4%	14.0%[38.3 µM]	·	-6.1%[46.1 µM]
COc1ccc(N2CCN(C(=O)CCc3ccc(S(=O)(=O)NCC(C)C)cc3)CC2)cc1	-1.0%	1.6%	15.8%	4.9%	4.1%	-16.8%	-1.6%[46.1 µM]
Cc1ccn(Cc2n[nH]c(=S)n2Cc2ccccc2)n1	0.1%	-0.9%	2.1%	-1.8%	37.4%[38.3 µM]	·	-4.7%[46.1 µM]
